Assay outcomes: PubChem, several laboratories
KOR beta-arrestin-1: kappa opioid receptor blockers – cell-based, luminescence, uHTS (AID 1778) | KOR beta-arrestin recruitment, luminescence, antagonist mode; higher % means a stronger effect | inhibition, % at 10 µM; hits with a dose series show IC50 in µM | 0.091% of 290,000 active; note: strong numbers were not always called active
KOR beta-arrestin-2: kappa opioid receptor activators – cell-based, luminescence, uHTS, primary screen (AID 1777) | KOR beta-arrestin recruitment, luminescence; higher % means a stronger effect | activation, % at 10 µM, or EC50 in µM where a hit was titrated | 0.02% of 280,000 active; in the data active = activation above about 50%, passing the limit was not always enough; note: a part of the inactive calls stands beside numbers as strong as those of hits
GPR55 antagonists: inhibition of LPI-stimulated GPR55 beta-arrestin translocation – imaging, U2OS, beta-arrestin-GFP, LPI agonist, primary screen (AID 2013). inhibition, % at 10 µM; hits with a dose series show IC50 in µM. 0.13% of 290,000 active. U2OS GPR55 beta-arrestin-GFP translocation imaging, LPI antagonism; higher % means a stronger effect;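 active = spots per cell inhibited over 60%, with over 100 cells counted and total cytoplasm intensity under 500,000; inconclusive = wells with under 100 cells, flagged as likely toxic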;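 note: U2OS cells stably carrying GPR55 and arrestin-GFP stimulated by 5 µM LPI near EC80; imaged beta-arrestin-GFP aggregate spots per cell after agonist stimulation; plate controls were LPI-stimulated DMSO wells for no effect and DMSO wells without LPI for full effect; some results filed as inactive read as strong as hits; confirmed hits need IC50 under 10 µM and bright autofluorescent wells are also inconclusive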
GPR55 activation: GPR55 agonists via beta-arrestin recruitment, primary screen, imaging, U2OS cells, beta-arrestin-GFP redistribution (AID 1961); activation, % at 10 µM, or EC50 in µM where a hit was titrated; U2OS GPR55 beta-arrestin-GFP redistribution imaging; higher % means a stronger effect; 0.048% of 290,000 active;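 active = activation above 40% with more than 50 cells counted in the well; inconclusive = wells holding fewer than 50 cells, flagged as toxic or sparse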;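 note: U2OS osteosarcoma cells stably expressing GPR55 and beta-arrestin-GFP; plate controls were DMSO negative control for no effect and LPI positive control for full effect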
NOD1 NF-kB reporter: NOD1 signaling inhibitors, primary screen, cell-based, luminescence, uHTS (AID 1578) | 1% of 290,000 active | one-dose inhibition, % at 4 µM; EC50 in µM for titrated hits | NOD1-driven NF-kB luciferase reporter cells, luminescence; higher % means a stronger effect; in the data active = inhibition mostly above about 36%, no sharp cut-off; inactive = mostly below about 34%;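 note: HEK-293T reporter cells stimulated with the NOD1 agonist gamma-tri-DAP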
HEK293 NOD2/NF-kB: NOD2 signaling inhibitors, cell-based, luminescence, uHTS, HEK293 (AID 1566); HEK293 NOD2/NF-kB luciferase reporter, luminescence; higher % means a stronger effect; 0.63% of 290,000 active; one-dose inhibition, % at 4 µM; EC50 in µM for titrated hits; note: many of its hits are not listed in these tables
MgcRacGAP inhibition: MgcRacGAP GTPase-activating activity inhibitors, confirmation, biochemical, ADP Hunter fluorescence; AID 624330; 0.6% of 340,000 active; inhibition, % at 30 µM; hits with a dose series show IC50 in µM; MgcRacGAP-stimulated Rac1 GTP hydrolysis, ADP Hunter fluorescence; higher % means a stronger effect; GST-tagged Rac1 F28L mutant substrate;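 active = first-screen hits whose inhibition reached a set limit at any dose in the follow-up dose series; inconclusive = inhibition above the set first-screen limit but never retested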;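 note: fluorescence reports GDP produced by GAP-driven GTP hydrolysis; strong numbers were not always called active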
Large T inhibition: SV40 large T antigen inhibitors, biochemical (AID 1903) | SV40 large T antigen ATPase/helicase inhibition assay; higher % means a stronger effect | one-dose inhibition, % at 20 µM; IC50 in µM for titrated hits | 0.39% of 310,000 active; in the data active = a potency from the dose series; inconclusive = inhibition mostly from about 32% at the one dose, without a potency; inactive = the rest, 99 in 100 with inhibition below about 32%; note: strong numbers were not always called active
HIV fusion peptide: cell-free HIV fusion peptide-binding blockers – biochemical, uHTS, fluorescence dequenching, primary screen (AID 1986). cell-free peptide binding, fluorescence dequenching, 30 min; higher % means a stronger effect. inhibition, % at 20 µM, or IC50 in µM where a hit was titrated. 0.3% of 290,000 active; in the data active = inhibition mostly above about 52%, no sharp cut-off; inactive = mostly below about 76%; note: some results filed as inactive read as strong as hits
The depositor's hits bear a star; ? = inconclusive; / = not tested or not shown; [ ] = dose if it differs, or a comment. Cut-off read from the data, not from the text of the source, unless noted: active = inhibition above about 50%; inactive = the rest. The list is partial (hit frequency here may not be typical).

no.	smiles	GPR55 activation	GPR55 antagonists	NOD1 NF-kB reporter	MgcRacGAP inhibition	KOR beta-arrestin-2	KOR beta-arrestin-1	Large T inhibition	HEK293 NOD2/NF-kB	HIV fusion peptide
1	Cc1cc2occ(CC(=O)NNC(=O)c3ccccc3F)c2cc1C	-0.1%	7%	-27%	6%	-1.2%	8%	23%	2%	1.3%
2	CC(C)n1c(=N)c(C(=O)NCCc2ccccc2)cc2c(=O)n3ccccc3nc21	0.2%	-2%	-55%	11%	14%	-2%	3%	0%	3.2%
3	O=C(COc1ccc(Cl)cc1)Nc1nnc(C2=COCCO2)o1	0.0%	4%	-16%	5%	-4.4%	-14%	15%	4%	1.5%
4	C=CCNC(=S)N1CCN(S(=O)(=O)c2ccc(C)cc2)CC1	-0.3%	-10%	-6%	-5%	-3.2%	10%	9%	16%	-1.6%
5	COc1ccccc1C(=O)Nc1c(C(=O)N2CCN(C)CC2)oc2ccccc12	-0.1%	11%	-6%	0%	-2.2%	-3%	6%	16%	-1.1%
6	CC1=NN(c2cccc(C(=O)O)c2)C(=O)/C1=C\C=C\c1ccco1	-0.4%	10%	-12%	67µM*	-2.3%	30%	28µM*	12%	66%
7	O=C(Nc1ccccc1N1CCN(c2ccc(F)cc2)CC1)C1CCCCC1	0.2%	14%	-4%	8%	1.8%	-27%	4%	10%	-1.8%
8	C=CCOc1ccc2ccccc2c1CNn1c(C)n[nH]c1=S	2.7%	-28%	9%	22%	-0.5%	-56%[20 µM]	7%	13%	0.3%
9	O=C(COc1ccc2ccccc2c1)Nc1ccncc1	-0.1%	-9%	44%	4%	-4.2%	-22%	13%	18%	-1.1%
10	CSc1ncc(C(=O)O)n1-c1ccc(F)cc1	-0.3%	7%	-2%	5%	1.4%	-34%	13%	-7%	-0.4%
11	Cc1cc(C)c(-c2c(O)c3cccc4c3n(c2=O)CCC4)c(C)c1	-0.2%	9%	-14%	9%	-6.8%	1%	11%	5%	2.3%
12	CCOc1ccccc1NC(=S)N1CCC(NC(=O)NC23CC4CC(CC(C4)C2)C3)CC1	0.0%	14%	-30%	3%	2.3%	-21%	9%	-2%	1.3%
13	CC(/C=N/NC(=O)CSc1nc(C)cc(C)n1)=C\c1ccccc1	-0.1%	-2%	-10%	5%	6.7%	4%	9%	8%	10%
14	CN1CCN(C2=NC3(CCCC3)C(C#N)C(=O)N2)CC1 (configuration not stated)	0.0%	4%	-9%	4%	-2.4%	-8%	0%	3%	-0.2%
15	COc1ccc(S(=O)(=O)N2CCOCC2)cc1NC(=O)[C@@H]1CCCN1C(=O)c1cccs1	0.1%	6%	-4%	3%	-0.5%	-9%	20%	26%	-0.7%
16	O=C(N/C(=C/C=C/c1ccccc1)C(=O)N1CCCCC1)c1ccc([N+](=O)[O-])cc1	-0.7%	15%	-6%	5%	-2.2%	9%	13%	-3%	3.4%
17	COc1ccc2c(c1)cc(C(=O)N[C@@H](Cc1ccccc1)C(=O)O)n2C	-0.1%	7%	-4%	6%	9.4%	5%	12%	-52%	4.8%
18	C/C=C/Cn1c(Br)nc2c1c(=O)n(C)c(=O)n2C	-0.2%	-4%	-25%	5%	-2.3%	-1%	3%	0%	-2.4%
19	FC(F)(F)c1ccc2c(c1)n(Cc1ccccc1)c1[n+]2CCCCC1	-0.5%	83%	-10%	1%	-3.6%	3%	3%	6%	0.2%
20	CCCc1[nH]nc2c1C(c1ccc(OC(=O)N3CCOCC3)c(OC)c1)C(C#N)=C(N)O2 (configuration not stated)	-0.3%	-10%	-11%	3%	-2.8%	-11%	15%	-2%	0.4%
21	CN(C)c1nc(OCCOC(=O)Nc2ccc(Cl)cc2Cl)nc(N(C)C)n1	-0.1%	-12%	3%	6%	-2.3%	40%	3%	23%	-1.3%
22	COc1cccc(NC(=O)c2ccccc2SC)c1	-0.1%	5%	-15%	7%	-0.6%	13%	4%	11%	0.0%
23	O=C(NNC1=NC2(CCCC2)Cc2ccccc21)c1ccncc1	0.1%	-10%	-9%	11%	4.1%	8%	-2%	-5%	-0.5%
24	Nc1c2c(nc3c1CCCC3)CCCC2 (tested in a mixture with another compound)	0.0%	-5%	-7%	7%	-3.5%	-2%	3%	-21%	-1.2%
25	CCCn1nnc(NC(=O)c2cc3ccccc3o2)n1	-0.2%	12%	-26%	7%	-2.5%	27%	-4%	-35%	-2.2%
26	O=C(NCc1cccs1)c1nc2ncccn2n1	-0.2%	6%	-18%	11%	5.5%	-20%	0%	-11%	1.1%
27	NC(=O)C1CCN(C(=O)CN2CCCc3ccccc32)CC1	-0.1%	2%	-12%	7%	-5.4%	19%	26%	6%	13%
28	COc1cc(OC)c(-c2nnc3n(CCc4ccccc4)c(=O)c4ccccc4n23)cc1OC	-0.2%	8%	-15%	/	-5.9%	24%	6%	9%	-1.2%
29	O=C(CN1C(=O)NC2(CCCc3ccccc32)C1=O)N1CCN(C(=O)c2ccco2)CC1 (configuration not stated)	0.0%	-2%	8%	9%	-1.8%	13%	1%	10%	1.0%
30	C#CCOc1c(Br)cc(/C=C2/C(=O)ON=C2C)cc1OCC	0.4%	9%	-4%	4%	1.6%	34%	11%	8%	4.2%
31	CC1(C)CC(NC(=O)CCc2nnc(CCCCc3ccccc3)o2)CCO1 (configuration not stated)	-0.1%	6%	-14%	3%	/	-21%[20 µM]	1%	2%	0.1%
32	Cc1ccc(NC(=O)CC2SC(=O)NC2=O)cc1 (configuration not stated)	0.2%	14%	-8%	5%	-3.6%	23%	9%	8%	12%
33	C=CCN1C=C2C(=O)C(C)(OC(=O)CCC(=O)OC)C(=O)C=C2C=C1C1CC1 (configuration not stated)	0.7%	-4%	-10%	8%	-1.2%	2%	19%	-4%	6.7%
34	CCn1c(=O)cc(N2CCC3(CC2)OCCO3)[nH]c1=O	-0.1%	-5%	-24%	4%	0.8%	1%	14%	10%	1.7%
35	O=C(CN1CCN(S(=O)(=O)N2CCCCCC2)CC1)Nc1ccc(Br)cc1	0.0%	2%	-33%	1%	-5.9%	18%	28%	-2%	-0.8%
36	CN(C)CC(C)(C)CNC(=O)C1CCN(CCCc2ccccc2)CC1	0.6%	6%	-23%	13%	-5.3%	31%[20 µM]	12%	8%	2.0%
37	CSc1nc(N2CCOCC2)c2sccc2n1	-0.1%	-1%	-5%	8%	-2.1%	-35%[20 µM]	-5%	6%	-1.1%
38	CNS(=O)(=O)c1ccc2nc(NC(=O)c3ccc(N4C(=O)CCC4=O)cc3)sc2c1	-0.3%	1%	-18%	11%	-0.6%	-21%	-1%	5%	-0.5%
39	C=CCn1c(SCC)nc2sc3c(c2c1=O)CCc1ccccc1-3	-0.1%	/	15%	7%	0.6%	12%	2%	8%	-1.3%
40	Cc1cc2oc(=O)cc(CN3CCOCC3)c2c(C)c1Cl	-0.1%	8%	1%	12%	-3.4%	-7%	?	11%	0.8%
41	O=C(COC(=O)C1CC(=O)N(Cc2ccco2)C1)c1ccc(OC(=O)c2ccccc2)cc1 (configuration not stated)	-0.3%	0%	-40%	9%	2.1%	-60%	22%	-2%	7.4%
42	CC1CCN(S(=O)(=O)c2ccc(NC(=O)C3CCN(C(=O)c4ccco4)CC3)cc2)CC1	-0.2%	?	12%	-1%	-3.3%	-8%	7%	11%	1.1%
43	O=C(c1cc(COc2c(F)cccc2F)on1)N1CCCCCC1	-0.1%	10%	3%	9%	2.2%	-10%	19%	-10%	-1.6%
44	CC(=O)Nc1ccc(SCC(=O)Nc2ccccc2Oc2ccccc2)cc1	-0.4%	-4%	-9%	6%	2.0%	35%	-9%	-16%	0.4%
45	COc1cc(CNCCc2ccccc2)ccc1OCc1ccc(Cl)nc1	-0.2%	9%	-11%	4%	3.8%	13%	5%	-7%	-2.5%
46	CCOC(=O)N1CCN(C(=O)c2cccc(-n3c(=S)[nH]c4cc(Cl)ccc4c3=O)c2)CC1	0.7%	5%	-19%	12%	21%	-22%	4%	2%	0.8%
47	NNC(=S)Nc1c(Br)cc(F)cc1Br	-0.2%	1%	-2%	8%	-5.6%	16%	15%	26%	-0.9%
48	CC(C)(C)c1ccc(-c2n[nH]c(=S)n2CCCN2CCOCC2)cc1	-0.2%	6%	-18%	20%	-5.0%	-5%	14%	5%	1.4%
49	CCOc1ccc(N(CC)S(=O)(=O)c2c(C)[nH]c(=O)[nH]c2=O)cc1	-0.1%	10%	-6%	3%	-3.7%	-24%	22%	5%	2.0%
50	Cc1cc(=O)oc2cc(OC(C)C)ccc12	0.1%	-4%	-44%	-1%	-0.5%	10%	19%	2%	0.8%

Ordered by SMILES length (smallest number first): some entries from above.
no.	smiles	GPR55 activation	GPR55 antagonists	NOD1 NF-kB reporter	MgcRacGAP inhibition	KOR beta-arrestin-2	KOR beta-arrestin-1	Large T inhibition	HEK293 NOD2/NF-kB	HIV fusion peptide
37	CSc1nc(N2CCOCC2)c2sccc2n1	-0.1%	-1%	-5%	8%	-2.1%	-35%[20 µM]	-5%	6%	-1.1%
45	COc1cc(CNCCc2ccccc2)ccc1OCc1ccc(Cl)nc1	-0.2%	9%	-11%	4%	3.8%	13%	5%	-7%	-2.5%
39	C=CCn1c(SCC)nc2sc3c(c2c1=O)CCc1ccccc1-3	-0.1%	/	15%	7%	0.6%	12%	2%	8%	-1.3%
36	CN(C)CC(C)(C)CNC(=O)C1CCN(CCCc2ccccc2)CC1	0.6%	6%	-23%	13%	-5.3%	31%[20 µM]	12%	8%	2.0%
44	CC(=O)Nc1ccc(SCC(=O)Nc2ccccc2Oc2ccccc2)cc1	-0.4%	-4%	-9%	6%	2.0%	35%	-9%	-16%	0.4%
